Compound activity: PubChem BioAssay, National Center for Advancing Translational Sciences (NCATS)
Anesthetic bind – qHTS Assay for Identification of Novel General Anesthetics; Ferritin light chain (Equus caballus), P02791; apoferritin/1-aminoanthracene competitive binding, fluorescence; Potency, µM (doses to about 77.5 µM), for inactives: top-dose activity change, negative = displacement, usual class: inhibitors; actives 0.074% (n = 350,000); AID 485281, 2010; note: % is set by controls: 0 for no effect and ±100 for the full control effect; nearly all actives have a fitted effect of over 20% in size
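Horse-spleen apoferritin (10 uM) in 50% saturated 1-aminoanthracene in PBS was incubated 10 min at room temperature with compound. Fluorescence (ex 380, em 535 nm) was normalized to free and bound 1-AMA, with concentration-response fitted by a four-parameter Hill equation.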
Pol iota inh – qHTS for Inhibitors of Polymerase Iota; actives 1% (n = 390,000); Potency, µM (highest dose often 115 µM), for the others: at the top dose activity, negative = inhibition, usual class: inhibitors; DNA polymerase iota (Homo sapiens), Q9UNA4; AID 588590, 2011; Pol iota fluorescent replication assay, 10 min
Target sequence (Q9UNA4 whole entry, looked up): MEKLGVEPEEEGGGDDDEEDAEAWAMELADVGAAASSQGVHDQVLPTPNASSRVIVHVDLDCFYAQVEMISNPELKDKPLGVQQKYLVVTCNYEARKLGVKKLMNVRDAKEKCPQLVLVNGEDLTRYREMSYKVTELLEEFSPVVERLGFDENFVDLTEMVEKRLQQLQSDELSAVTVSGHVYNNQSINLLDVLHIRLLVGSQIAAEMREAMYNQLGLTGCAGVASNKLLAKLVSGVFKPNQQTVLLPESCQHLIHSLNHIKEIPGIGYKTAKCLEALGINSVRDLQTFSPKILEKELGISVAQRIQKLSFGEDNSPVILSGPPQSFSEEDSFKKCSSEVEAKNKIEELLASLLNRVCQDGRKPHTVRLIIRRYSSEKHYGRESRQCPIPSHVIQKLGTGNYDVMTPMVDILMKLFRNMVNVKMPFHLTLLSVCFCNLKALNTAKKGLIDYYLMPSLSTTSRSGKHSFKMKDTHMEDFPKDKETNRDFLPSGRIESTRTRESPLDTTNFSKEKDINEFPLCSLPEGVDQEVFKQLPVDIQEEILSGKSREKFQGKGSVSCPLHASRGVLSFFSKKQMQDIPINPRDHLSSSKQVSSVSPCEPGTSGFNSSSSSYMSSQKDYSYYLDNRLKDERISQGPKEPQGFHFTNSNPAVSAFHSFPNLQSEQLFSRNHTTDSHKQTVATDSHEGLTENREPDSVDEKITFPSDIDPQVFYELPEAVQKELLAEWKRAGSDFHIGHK
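Fluorescent replication assay read twice, at 0 min and 10 min after adding 50 nM (final) substrate. Enzyme (10 nM) and compounds were first incubated 15 min at room temperature; enzyme-free buffer wells were negative controls.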
APE1 inh – qHTS Assay for Inhibitors of the Human Apurinic/apyrimidinic Endonuclease 1 (APE1) | DNA repair nuclease/redox regulator APEX1 (Homo sapiens), P27695 | recombinant APE1, TAMRA/BHQ-2 abasic DNA cleavage fluorescence | Potency, µM (doses to about 65.8 µM), for inactives: at the highest dose activity change, negative = inhibition, hits mostly inhibitors | actives 0.35% (n = 350,000);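 note: plate controls were vehicle for no effect and reference inhibitor for full effect; nearly all actives have a fitted effect of over 55% in size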
Target sequence (P27695 whole entry, looked up): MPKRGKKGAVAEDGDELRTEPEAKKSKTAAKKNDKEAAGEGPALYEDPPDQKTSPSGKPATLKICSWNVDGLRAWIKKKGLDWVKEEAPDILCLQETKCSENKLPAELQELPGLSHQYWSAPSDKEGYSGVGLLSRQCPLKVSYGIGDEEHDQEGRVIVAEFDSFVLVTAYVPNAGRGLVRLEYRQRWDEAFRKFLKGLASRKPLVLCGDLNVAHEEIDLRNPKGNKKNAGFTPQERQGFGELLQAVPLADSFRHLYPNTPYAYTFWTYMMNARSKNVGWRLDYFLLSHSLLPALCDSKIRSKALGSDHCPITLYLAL
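Endonuclease cleavage of a quenched abasic-site DNA duplex (50 nM) by APE1 (0.75 nM) was tracked by TAMRA dequenching. Compounds were preincubated with enzyme 15 min at room temperature; data normalized to buffer-only and DMSO wells plus NSC13755 control.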
BAZ2B inh – qHTS Assay for Inhibitors of BAZ2B. AID 504333, 2011. Potency, µM (top dose mostly 114 µM), for the others: at the top dose activity change, negative = inhibition, most hits filed as inhibitors. actives 4.4% (n = 360,000). Bromodomain adjacent to zinc finger domain protein 2B (Homo sapiens), Q9UIF8. AlphaScreen BAZ2B-H3K14Ac peptide displacement; note: % is set by controls: 0 for no effect and ±100 for the full control effect; nearly all actives have a fitted effect of over 60% in size
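AlphaScreen luminescence quantifies BAZ2B engagement of H3K14Ac peptide; the protein and biotinylated peptide are both at 50 nM final, buffer PBS pH 7.4 with 0.01% Tween-20, all steps at room temperature.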
POLK inh – qHTS for Inhibitors of Polymerase Kappa. DNA polymerase kappa (Homo sapiens), Q9UBT6. purified Pol kappa, fluorescent DNA synthesis assay, 10 min. Potency, µM (titrated, usually from 107 µM), for the others: at the highest dose activity, negative = inhibition, hits mostly inhibitors. actives 0.53% (n = 400,000). AID 588579, 2011; note: % is set by controls: 0 for no effect and ±100 for the full control effect
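50 nM final substrate added after 15 min RT preincubation of 10 nM Pol kappa with compound; fluorescence read at 0 and 10 min.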
POLH inh – qHTS for Inhibitors of Polymerase Eta; recombinant Pol eta, fluorescent DNA replication assay; Potency, µM (top dose mostly 114 µM), for inactives: at the top dose activity change, negative = inhibition, actives largely listed as inhibitors; actives 1.2% (n = 390,000); AID 588591, 2011; note: % is set by controls: 0 for no effect and ±100 for the full control effect
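Fluorescent replication assay: 50 nM final substrate added after a 15 min room-temperature compound preincubation with 10 nM enzyme. Signal taken at 0 min and again at 10 min.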
Pol beta inh – qHTS Assay for Inhibitors of DNA Polymerase Beta. actives 1.3% (n = 340,000). Potency, µM (series often up to 114 µM), inactives show top-dose activity change, negative = inhibition, actives largely listed as inhibitors. Pol beta primer extension/strand displacement, fluorescence kinetic; note: % is set by controls: 0 for no effect and ±100 for the full control effect
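Preincubation: enzyme (10 nM) with compound, 15 min, RT. Reaction: substrate added to 50 nM final. Reads: 0 and 10 min. Analysis: normalized, Hill fit.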
BLM inh – qHTS Assay for Inhibitors of Bloom's syndrome helicase (BLM). RecQ-like DNA helicase BLM (Homo sapiens), P54132. recombinant BLM DNA unwinding, fluorescence dequenching. Potency, µM (series often up to 56.1 µM), for inactives: at the top dose activity change, negative = inhibition, most hits filed as inhibitors. actives 0.2% (n = 350,000). AID 2528, 2010;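 note: plate controls were vehicle for no effect and no enzyme for full effect; nearly all actives have a fitted effect of over 35% in size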
G9a inh – qHTS Assay for Inhibitors of Histone Lysine Methyltransferase G9a. Histone-lysine N-methyltransferase EHMT2 (Homo sapiens), Q96KQ7. G9a H3K9 monomethylation, AlphaScreen, 2 h. actives 8.8% (n = 350,000). Potency, µM (series often up to 102 µM), without a hit: at the highest dose activity, negative = inhibition, most hits filed as inhibitors; note: % is set by controls: 0 for no effect and ±100 for the full control effect; nearly all actives have a fitted effect of over 75% in size
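Compounds were preincubated with 20 nM G9a for 15 min, after which biotinylated H3K9 peptide (500 nM) and SAM (20 uM) started a 2 h room-temperature reaction. Monomethylated product was quantified by antibody-based AlphaScreen chemiluminescence.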
Numbers without * were called inactive; ? = inconclusive; nt = not tested or not shown; & = joins results of further samples; [ ] = another dose, or the depositor's remark. Calls come from the whole dose curve; as a rule, active = well fitted curve in the direction sought with a large enough effect; inconclusive = small, poorly fitted or top-dose-only effect, or another doubt; inactive = no such curve, though single readings can be large; an effect the other way counts as inactive or inconclusive. Potency is the fitted concentration of half-maximal effect. Only part of the results is shown, so the mix of outcomes need not match the whole.

Below each compound – Anesthetic bind	Pol iota inh	APE1 inh	BAZ2B inh	POLK inh	POLH inh	Pol beta inh	BLM inh	G9a inh
1. CCn1cc(C(=O)OCC(=O)c2cc(C)n(-c3ccccc3)c2C)c(=O)c2ccc(C)nc21
  6%	14%	6%	?	-9%	-11%	-5%	-4%	21%[59 µM]
2. Cc1cccc(-c2noc(CCC(=O)NCc3ccccc3)n2)c1
  -15%	1%	-7%	3%	-15%	-13%	21%	-6%	2%
3. C=CCn1c(SCC(=O)NC2CCCCC2)nnc1-c1cccnc1
  -7%	26%	-3%	-4%	-10%	2%	-1%	-1%	nt
4. COc1cc(F)c(C2=CC(=O)C[C@H](c3ccc(F)cc3)C2)cc1F
  nt	20%	11%	4%	-1%	-12%	nt	nt	-4%[0.501 µM]
5. COc1ccccc1CN1C[C@@H]2C[C@@H](C3=Cc4cccc(OC)c4OC3)N3CCC[C@@]23C1=O
  -6%	88%[activator]	9%	-10%	-3%	-18%	-1%	-3%	nt
6. Nc1nn2c(-c3ccccc3)cc(=O)[nH]c2c1N=Nc1ccc(Br)cc1
  -9%	-16%	15%	-37%	-2%	-6%	29%	-4%	18%[59 µM]
7. CCOC(=O)c1[nH]c(C)c(/C(O)=C2\C(=O)C(=O)N(CCCN(C)C)C2c2cccnc2)c1C (stereo unspecified)
  -12%	10%	-1%	-8%	-20%	0%	18%	-3%	?
8. N=c1c2c(n(Cc3cccc(Cl)c3)c3c1CCC3)CCCC2
  4%	?	-9%	-2%	-6%	13%	38%	-7%	-8%[59 µM]
9. COc1ccc(NC(=O)Nc2ccc3c(c2)C(=O)N([C@H](C)CO)C[C@H](C)[C@@H](CN(C)S(=O)(=O)c2ccc(OC)cc2)O3)cc1
  nt	-12%	-4%	nt	2%	-3%	nt	nt	nt
10. CCC1(c2ccc(F)cc2)NC(=O)N(CC(=O)N(C)C2CCS(=O)(=O)C2)C1=O (stereo unspecified)
  nt	31%[activator]	23%	8%	-1%	-13%	nt	nt	-8%
11. COc1ccc(-n2c(SCC(=O)Nc3cc(C)on3)nc3c(c2=O)SCC3)cc1OC
  0%	27%	91%[activator]	0%	-3%	-13%	26%	1%	-1%
12. COc1cc(OC)cc(C(=O)N[C@H](C(=O)N2CCc3ccccc32)C(C)C)c1
  -10%	14%	-3%	8%	-3%	-19%	-15%[57.1 µM]	-3%	10%
13. O=[N+]([O-])c1ccccc1S(=O)(=O)N1CCN(Cc2ccccc2)CC1
  ?	?	8%	?	1%	-10%	?	-8%	79µM*
14. CCN(Cc1ccccc1)c1ccc(/C=N/NC(=S)NC(C)C)cc1
  nt	5%	-4%	?	-6%	-14%	1%	-7%	5%[59 µM]
15. CC(=O)c1ccc(N2CCN(S(=O)(=O)c3c(C)[nH]c(C)c3C(=O)N3CCCCC3)CC2)cc1
  -7%	-13%	4%	-31%	0%	6%	38%	-5%	1%[59 µM]
16. CC(=O)Oc1cc(OC(C)=O)c2c(C)cc(=O)oc2c1
  411%[activator]	-3%	11%	1%	-12%	-16%	0%	-1%	7%[59 µM]
17. C=CCSc1nnc(NC(=O)Cc2ccc(OC)c(OC)c2)s1
  ?	71%[activator]	-7%	nt	-6%	-12%	-18%	0%	18%
18. CCOc1ccc(CCNC(=O)C2CCN(S(=O)(=O)N3CC(C)CC(C)C3)CC2)cc1OCC (stereo unspecified)
  2%	7%	50%[activator]	6%	-1%	-10%	26%	-4%	-6%
19. CSc1ccc(C#N)cc1NC(=O)c1cccnc1Cl
  -5%	-18%	-7%	-14%	-19%	0%	19%	2%	2%
20. COc1cc2c(cc1OC)[C@@H](NC(=O)C(C)C)[C@H](O)C2
  nt	44%[activator]	27%	nt	14%	-11%	nt	nt	nt
21. CSc1nc(Cl)c(C#N)c(-c2ccc(C)cc2)n1
  -7%	-1%	-3%	?	-4%	-5%	34%	1%	39%[12.7 µM]
22. CCOCC(=O)Nc1ccc(S(=O)(=O)Nc2nccs2)cc1
  0%	-17%	25%	2%	-11%	-2%	29%	-4%	9%
23. CSc1ncccc1C(=O)OCC(=O)Nc1cccc(S(=O)(=O)N2CCOCC2)c1
  nt	32%[activator]	17%	nt	-2%	-23%	nt	nt	nt
24. COC(=O)c1ccc(NS(=O)(=O)c2cc3c4c(c2)C(C)C(=O)N4CCC3)cc1 (stereo unspecified)
  nt	10%	-18%	-30%	-7%	0%	nt	nt	?
25. CCS(=O)(=O)c1ccc(-c2csc(-c3ccccc3Cl)n2)c(Cl)c1Cl
  6%	19%	-3%	16%	-2%	-19%	0%	-5%	9%[59 µM]
26. CC(C)NC(=O)COC(=O)c1cccc(NS(=O)(=O)/C=C/c2ccccc2)c1
  -4%	12%	4%	6%	-6%	-6%	47%	-1%	?
27. O=C(c1ccccn1)c1cc2ccccc2n1S(=O)(=O)c1ccccc1
  -8%	4%	17%	?	-11%	-11%	4%	-9%	?
28. Cn1cccc1/C=N/NC(=O)c1ccccn1
  -8%	7%	4%	35µM*	3%	-20%	1%	0%	3.2µM*
29. COc1ccc(CN2CCN(Cc3ccco3)CC2)cc1
  8%	81%[activator]	-8%	20µM*	7%	-15%	26%	-14%	?
30. CN1C(=O)N(C)C2(c3ccccc3)Nn3c(s/c(=C/c4ccccc4)c3=O)=NC12c1ccccc1 (stereo unspecified)
  -2%	-1%	3%	-15%	-14%	-7%	-10%	-3%	-7%[59 µM]
31. O=C(O)c1cc(-c2cccc([N+](=O)[O-])c2)nc2ccccc12
  5%	0%	?	-2%	-5%	-20%	1%	-9%	nt
32. CCCN1CCN(C(=O)Cn2ncc3ccccc32)CC1
  -4%	40µM*	-4%	10%	?	25µM*	13µM*	-13%	9%[59 µM]
33. CC(=O)c1cccc(NC(=O)COC(=O)c2ccc3c(c2)OCCO3)c1
  3%	173%[activator]	3%	-5%	-7%	-7%	29%	2%	1%
34. Cc1ccccc1C(=O)NCCN=C1NS(=O)(=O)c2ccccc21
  -13%	15%	-6%	-3%	-6%	-19%	7%	1%	-41%
35. CCCc1cc(NCCCN2CCOCC2)n2c(nc3ccccc32)c1C#N
  62%[activator]	4%	-1%	4%	4%	-9%	28%	-12%	12%[59 µM]
36. CCN(CC)C(=O)CC(c1ccc(OC)cc1)c1c(O)cc(OC)cc1OC (stereo unspecified)
  -11%&-13%	?	16%&12%	0%	-5%&14%	-6%	?	2%&-4%	9%[59 µM]
37. COc1ccc(/C=C/C(=O)OCC(=O)NCCc2ccccc2)c(OC)c1
  nt	26%	-14%	nt	-12%	-27%	nt	nt	nt
38. O=C(c1cncc(Br)c1)N1CCN(S(=O)(=O)c2ccc(Cl)cc2)CC1
  0%	10%	-9%	7%	-12%	-9%	1%	-2%	25%
39. COc1ccc(C(=O)Nc2ncc(C)s2)cc1S(=O)(=O)N1CCCC1
  -9%	40%[activator]	0%	11%	0%	-7%	3%	0%	-5%
40. COc1ccc(NC(C)=O)cc1NC(=O)c1cccc(C(F)(F)F)c1
  -7%	28%	9%	-3%	4%	-1%	?	1%	13%
41. Cc1ccc(C)c(Cn2c(CCCNC(=O)C3CCCCC3)nc3ccccc32)c1
  -13%	9%	nt	-25%	-1%	7%	11%	-9%	-2%[59 µM]
42. COc1ccc(CNC(=O)COCc2cc(-c3cccs3)on2)cc1OC
  -12%	-14%	nt	0%	4%	13%	22%	1%	-10%[59 µM]
43. Cc1ccc(S(=O)(=O)N2CCC(C(=O)OCC(=O)NCc3ccco3)CC2)cc1C
  nt	2%	-8%	-12%	-9%	4%	nt	nt	-18%[59 µM]
44. CC(=O)NC1=NN(C(C)=O)C2(S1)C(=O)N(C(C)C)c1ccc(C)cc12 (stereo unspecified)
  -4%	-4%	1%	1%	-7%	-7%	32%	0%	50µM*
45. O=C1CN(C(=O)c2c(F)cccc2F)C(c2ccccc2)c2cc(Br)ccc2N1 (stereo unspecified)
  2%	-25%	18%	-38%	-39%	-7%	3%	-14%	0%
46. COCCNC(=O)C(c1ccc(C)o1)N(Cc1ccc(OC)cc1)C(=O)Cn1nnc2ccccc21 (stereo unspecified)
  -10%	-1%	2%	-25%	-7%	-11%	27%	-2%	-7%[59 µM]
47. COc1ncc2nc(-c3ccc(Cl)cc3)c(=O)n(-c3ccccc3)c2n1
  nt	nt	-6%	nt	5%[60.1 µM]	nt	nt	0%	3%[12.7 µM]
48. O=C(NCC1CCCO1)C1CCCN(S(=O)(=O)c2ccc(Cl)cc2)C1 (stereo unspecified)
  -16%	127%[activator]	6%	-1%	-8%	-17%	19%	-3%	22%
49. O=C(NC(=S)Nc1ccc(CN2CCOCC2)cc1)c1ccc2c(c1)OCCO2
  -6%	120%[activator]	-9%	?	-8%	-6%	5%	1%	45µM*

Four successive records already listed:
Below each compound – Anesthetic bind	Pol iota inh	APE1 inh	BAZ2B inh	POLK inh	POLH inh	Pol beta inh	BLM inh	G9a inh
46. COCCNC(=O)C(c1ccc(C)o1)N(Cc1ccc(OC)cc1)C(=O)Cn1nnc2ccccc21 (stereo unspecified)
  -10%	-1%	2%	-25%	-7%	-11%	27%	-2%	-7%[59 µM]
47. COc1ncc2nc(-c3ccc(Cl)cc3)c(=O)n(-c3ccccc3)c2n1
  nt	nt	-6%	nt	5%[60.1 µM]	nt	nt	0%	3%[12.7 µM]
48. O=C(NCC1CCCO1)C1CCCN(S(=O)(=O)c2ccc(Cl)cc2)C1 (stereo unspecified)
  -16%	127%[activator]	6%	-1%	-8%	-17%	19%	-3%	22%
49. O=C(NC(=S)Nc1ccc(CN2CCOCC2)cc1)c1ccc2c(c1)OCCO2
  -6%	120%[activator]	-9%	?	-8%	-6%	5%	1%	45µM*
